NOD1 inhibition: NOD1 signaling inhibitors, primary screen, cell-based, luminescence, uHTS (AID 1578); NOD1-driven NF-kB luciferase reporter cells, luminescence; higher % means a stronger effect; one-dose inhibition, % at 4 µM; EC50 in µM for titrated hits; 290,000 compounds, 1% hits; in the data active = inhibition mostly above about 36%, no sharp cut-off; inactive = mostly below about 34%;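 note: HEK-293T reporter cells stimulated with the NOD1 agonist gamma-tri-DAP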
Dengue-2 NS5 capping: flavivirus cap methylation enzyme inhibition – biochemical, confirmation dose response, primary screen (AID 588689); 340,000 compounds, 0.3% hits; Dengue-2 NS5 methyltransferase capping enzyme assay, biochemical; higher % means a stronger effect; inhibition, % at 25 µM; hits with a dose series show IC50 in µM; in the data active = a potency from the dose series
GPR35 antagonists: inhibition of zaprinast-stimulated GPR35 beta-arrestin translocation – imaging, U2OS, beta-arrestin-GFP, zaprinast agonist, primary screen (AID 2058); U2OS GPR35 beta-arrestin-GFP translocation imaging, zaprinast antagonism; higher % means a stronger effect; inhibition, % at 10 µM; hits with a dose series show IC50 in µM; 290,000 compounds, 0.052% hits;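 active = inhibition of at least 50% with at least 30 cells and total cytoplasm GFP at most 10,000,000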
GPR55 LPI antagonism: inhibition of LPI-stimulated GPR55 beta-arrestin translocation – imaging, U2OS, beta-arrestin-GFP, LPI agonist, primary screen (AID 2013); 290,000 compounds, 0.13% hits; inhibition, % at 10 µM; hits with a dose series show IC50 in µM; U2OS GPR55 beta-arrestin-GFP translocation imaging, LPI antagonism; higher % means a stronger effect;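 active = spots per cell inhibited over 60%, with over 100 cells counted and total cytoplasm intensity under 500,000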;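 note: U2OS cells stably carrying GPR55 and arrestin-GFP stimulated by 5 µM LPI near EC80; imaged beta-arrestin-GFP aggregate spots per cell after agonist stimulation; plate controls were LPI-stimulated DMSO wells for no effect and DMSO wells without LPI for full effect; some results filed as inactive read as strong as hits; confirmed hits need IC50 under 10 µM and bright autofluorescent wells are also inconclusive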
KOR beta-arrestin-1: kappa opioid receptor activators – cell-based, luminescence, uHTS, primary screen (AID 1777); KOR beta-arrestin recruitment, luminescence; higher % means a stronger effect; activation, % at 10 µM, or EC50 in µM where a hit was titrated; 280,000 compounds, 0.02% hits; in the data active = activation above about 50%, passing the limit was not always enough; note: a part of the inactive calls stands beside numbers as strong as those of hits
GPR55 activation: selective activators of receptor GPR55 – imaging, U2OS cells, beta-arrestin-GFP redistribution, primary screen (AID 1961); activation, % at 10 µM, or EC50 in µM where a hit was titrated; U2OS GPR55 beta-arrestin-GFP redistribution imaging; higher % means a stronger effect; 290,000 compounds, 0.048% hits;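 active = activation above 40% with more than 50 cells counted in the well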;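 note: U2OS osteosarcoma cells stably expressing GPR55 and beta-arrestin-GFP; plate controls were DMSO negative control for no effect and LPI positive control for full effect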
KOR beta-arrestin-2: kappa opioid receptor blockers – cell-based, luminescence, uHTS (AID 1778); 290,000 compounds, 0.091% hits; KOR beta-arrestin recruitment, luminescence, antagonist mode; higher % means a stronger effect; inhibition, % at 10 µM; hits with a dose series show IC50 in µM; in the data active = inhibition above about 50%; note: strong numbers were not always called active
West Nile antiviral: West Nile virus antiviral activity, cell-based, CPE readout (AID 1621) | West Nile virus-infected cells, CPE inhibition; higher % means a stronger effect | CPE inhibition, % at 10 µM, or IC50 in µM where a hit was titrated | 290,000 compounds, 0.02% hits; in the data active = a potency from the dose series; note: strong numbers were not always called active
HIV peptide binding: cell-free HIV fusion peptide-binding blockers – biochemical, uHTS, fluorescence dequenching, primary screen (AID 1986); cell-free peptide binding, fluorescence dequenching, 30 min; higher % means a stronger effect; inhibition, % at 20 µM, or IC50 in µM where a hit was titrated; 290,000 compounds, 0.3% hits; in the data active = inhibition mostly above about 52%, no sharp cut-off; inactive = mostly below about 76%; note: some results filed as inactive read as strong as hits
The depositor's hits bear a star; . = not tested or not shown; [ ] = another dose, or the depositor's remark. A portion of the library (hit frequency here may not be typical).

SMILES	NOD1 inhibition	Dengue-2 NS5 capping	GPR35 antagonists	GPR55 LPI antagonism	KOR beta-arrestin-1	GPR55 activation	KOR beta-arrestin-2	West Nile antiviral	HIV peptide binding
CCCCSCCCNC(=O)Nc1cccc(OC)c1	-6%	-1%	12%	3%	2.8%	-0.1%	-76%	-1.1%	-0.8%
O=C(NC(=S)Nc1ccc(CN2CCOCC2)cc1)c1cccc([N+](=O)[O-])c1	-19%	1%	-5%	0%	2.9%	0.7%	-24%	-0.8%	-1.7%
COc1ccc(OCCCn2ccnc2)cc1	-6%	5%	1%	2%	6.5%	-0.1%	15%	-0.6%	0.0%
OC(CCc1cccc(Cl)c1)c1cccs1 (stereo unspecified)	-4%	-1%	4%	-1%	-6.1%	-0.1%	15%	-0.3%	2.4%
CC(NCCc1ccc(O)cc1)C(O)c1ccc(O)cc1 (stereo unspecified)	-17%	-5%	8%	-6%	0.7%	0.6%	-53%	0.6%	2.1%
COc1cc2c(cc1NC(=O)COC(=O)c1ccccc1)oc1ccccc12	-46%	.	-12%	3%	0.5%	-0.1%	-88%[20 µM]	-0.3%	-1.1%
Cc1cc(NC(=O)c2ccccc2F)n(C(C)(C)C)n1	-11%	.	11%	3%	-2.8%	-0.1%	-1%	0.2%	-0.2%
COc1ccc(C(=O)NC(=S)Nc2nc(-c3ccc(OC)c(Br)c3)cs2)cc1Br	20%	12%	22%	-7%	7.7%	0.0%	-24%	0.3%	-0.6%
CC1N(C)c2cc(NC(=O)c3ccco3)c(P(=O)(Nc3ccc([N+](=O)[O-])cc3)N3CCOCC3)cc2C1(C)C (stereo unspecified)	-1%	3%	4%	10%	-13%	0.5%	22%	-1.6%	0.5%
COc1cc(OC)c(C2=NOC(C(=O)N3CCN(C(=O)c4ccco4)CC3)C2)cc1Cl (stereo unspecified)	-10%	-10%	-4%	10%	-3.6%	0.0%	15%	-0.1%	-1.0%
COc1ccc(CCNC(=O)C2CCN(Cc3nc(-c4cccc(Cl)c4)oc3C)CC2)cc1OC	.	-4%	-24%	14%	3.2%	0.2%	-6%	.	0.5%
COc1ccc(CCN2C(=O)CC(N3CCOCC3)C2=O)cc1 (stereo unspecified)	-22%	-3%	-4%	7%	-5.1%	0.2%	9%	0.1%	4.2%
CCc1cc2c(SCC(=O)C(C#N)=C3N(C)c4ccccc4N3C)ncnc2s1	28%	-10%	2%	-8%	0.2%	-0.2%	9%	-0.2%	-1.0%
COc1ccc(NS(=O)(=O)c2cc(NC(=O)c3ccc(C)o3)ccc2N2CCCCC2)cc1	16%	4%	-10%	6%	-0.8%	0.1%	14%	-1.4%	2.5%
COc1ccccc1N=C1SC(C(=O)Nc2cccc(Cl)c2Cl)C(N)=C1C(N)=O (stereo unspecified)	3%	1%	-1%	0%	-1.9%	-0.1%	12%	0.3%	-0.4%
COc1ccc(F)cc1C(=O)C1CCCN(C(=O)Cc2c(C)noc2C)C1 (stereo unspecified)	-15%	-8%	-14%	-12%	-0.3%	0.2%	-14%	-0.9%	-0.4%
COc1ccc(NC2CCCN(C(=O)c3cc(CC(C)C)nc(N)n3)C2)cc1 (stereo unspecified)	-28%	-8%	0%	-4%	-4.0%	-0.1%	6%	1.4%	-0.9%
C=CCc1ccc(OCCOc2ccc(/C=N/n3cnnc3)cc2OCC)c(OC)c1	12%	-5%	-9%	-4%	1.5%	0.0%	-21%	-0.1%	1.1%
COc1ccc(N2CC(C(=O)N[C@H](C(=O)NC3CCCCC3)C(C)C)CC2=O)cc1 (stereo partly specified)	-13%	-8%	-4%	2%	-2.2%	-0.1%	-24%	-0.4%	0.9%
Cc1nn(-c2ccccc2)c2sc(C(=O)NCCN3CCOCC3)cc12	-23%	-5%	2%	4%	2.9%	-0.1%	-23%	0.6%	-2.1%

The closing 6 records of the section before come first, to join the parts.
SMILES	NOD1 inhibition	Dengue-2 NS5 capping	GPR35 antagonists	GPR55 LPI antagonism	KOR beta-arrestin-1	GPR55 activation	KOR beta-arrestin-2	West Nile antiviral	HIV peptide binding
COc1ccccc1N=C1SC(C(=O)Nc2cccc(Cl)c2Cl)C(N)=C1C(N)=O (stereo unspecified)	3%	1%	-1%	0%	-1.9%	-0.1%	12%	0.3%	-0.4%
COc1ccc(F)cc1C(=O)C1CCCN(C(=O)Cc2c(C)noc2C)C1 (stereo unspecified)	-15%	-8%	-14%	-12%	-0.3%	0.2%	-14%	-0.9%	-0.4%
COc1ccc(NC2CCCN(C(=O)c3cc(CC(C)C)nc(N)n3)C2)cc1 (stereo unspecified)	-28%	-8%	0%	-4%	-4.0%	-0.1%	6%	1.4%	-0.9%
C=CCc1ccc(OCCOc2ccc(/C=N/n3cnnc3)cc2OCC)c(OC)c1	12%	-5%	-9%	-4%	1.5%	0.0%	-21%	-0.1%	1.1%
COc1ccc(N2CC(C(=O)N[C@H](C(=O)NC3CCCCC3)C(C)C)CC2=O)cc1 (stereo partly specified)	-13%	-8%	-4%	2%	-2.2%	-0.1%	-24%	-0.4%	0.9%
Cc1nn(-c2ccccc2)c2sc(C(=O)NCCN3CCOCC3)cc12	-23%	-5%	2%	4%	2.9%	-0.1%	-23%	0.6%	-2.1%
O=C(CSCc1ccccc1)N1CCN(Cc2ccc3c(c2)OCO3)CC1	-18%	-7%	3%	-7%	6.5%	0.5%	22%	-0.2%	1.5%
O=C(O)c1ccc(-n2nnnc2SCc2cccc(Br)c2)cc1	-4%	-4%	3%	0%	-2.2%	1.0%	-5%	-0.1%	4.5%
Cc1cc(CNC(=O)Nc2ccc3c(c2)OCO3)nn1C	-27%	-7%	12%	-2%	-1.5%	-0.2%	26%	0.0%	0.8%
COc1ccc(S(=O)(=O)N(CCc2ccccc2)CC(=O)O)cc1Cl	-14%	-6%	-2%	2%	4.3%	-0.2%	-20%	0.8%	4.8%
COc1ccc(CC(=O)Nc2cc3oc4ccccc4c3cc2OC)cc1	-41%	-11%	-10%	24%	2.2%	0.9%	3%	-1.5%	0.0%
O=C(CSCC(=O)N1CCOCC1)Nc1nc(-c2ccccc2)cs1	8%	-10%	-5%	-9%	0.6%	-0.1%	8%	0.1%	0.9%
NS(=O)(=O)c1ccc(CCNCc2ccccc2OCc2ccc(F)cc2)cc1	-2%	-14%	9%	-9%	5.8%	0.0%	-10%	-1.0%	0.5%
O=C(Nc1ccc(NC(=O)c2cccs2)cn1)c1ccco1	-25%	0%	31%	3%	-3.1%	-0.2%	4%	0.2%	6.5%
O=C(C[n+]1ccccc1)c1ccc(Cl)cc1	-7%	-13%	-1%	-2%	-2.0%	0.0%	22%	-0.1%	-2.3%
COc1ccc(C(=O)OCCOc2ccccc2C(C)=O)c(O)c1	-32%	5%	-7%	7%	0.5%	0.0%	11%	-0.9%	-2.2%
COc1ccccc1NC(=O)/C(=C\c1cccnc1)NC(=O)c1ccccc1	-5%	3%	4%	8%	2.8%	0.2%	-37%	-0.6%	3.2%
C=CCNC(=O)C1CC2Cn3c(nc4cc5ccccc5cc43)C2N1C (stereo unspecified)	4%	-1%	6%	6%	-0.9%	0.8%	18%	-1.2%	-2.2%
Cc1oc2cc3oc(=O)c(CCC(=O)NCCCN4CCCC4=O)c(C)c3cc2c1C	1%	-4%	-8%	-1%	-7.6%	0.3%	1%[20 µM]	-1.6%	0.2%
CC(C)(C)c1ccc(-c2n[nH]c(=S)n2CC2CCCO2)cc1 (stereo unspecified)	-21%	-5%	-20%	-4%	-6.2%	-0.2%	5%	-1.1%	-2.1%
CCc1ccc(NC(=O)CO/N=C(\C)c2cc3ccccc3o2)cc1	-16%	-11%	-8%	4%	4.6%	-0.6%	-26%	0.0%	-0.1%
Cc1ccc2cc(C#N)c(N3CCCC3)nc2c1C	-26%	-2%	-7%	5%	-1.3%	0.3%	15%	.	1.8%
COc1cc(C(=O)O)ccc1O	-15%	-4%	-2%	-10%	2.1%	-0.1%	8%	-0.1%	2.9%
O=C(COc1ncnc2ccccc12)Nc1cc(S(=O)(=O)N2CCOCC2)ccc1Cl	2%	-5%	1%	0%	0.7%	0.9%	14%	0.0%	-1.3%
N#CCSc1nnc(Nc2ccccc2)s1	5%	-7%	12%	-13%	4.4%	0.3%	-3%	-0.5%	-1.3%
COc1ccc(C(=O)Nc2ccccc2C(=O)Nc2ccccc2C(=O)O)cc1	-69%	2%	1%	5%	3.8%	0.0%	-67%[20 µM]	0.8%	31%
CCOc1ccc2c(c1)c(N=NC(N)=S)c(O)n2C	-13%	2%	5%	9%	2.3%	0.4%	10%	-0.1%	-3.3%
Nc1ccc(N2CCN(C(=O)c3cccs3)CC2)cc1	-27%	7%	-5%	7%	-3.2%	0.0%	-12%	0.0%	-3.2%
N#CCC(=O)N1CCCCCC1	-9%	-3%	-3%	-2%	7.6%	-0.1%	11%	.	-2.2%
CCc1nnc(NC(=O)CCC(=O)N2CCN(c3cc(Cl)ccc3C)CC2)s1	-4%	0%	-11%	18%	0.6%	0.0%	-4%	-0.4%	-0.1%
CC(C)CCNC(=O)CN1N=C(c2ccc(Cl)cc2)CCC1=O	-11%	-8%	2%	-4%	-2.9%	-0.3%	9%	-0.8%	-0.7%
O=C(Nc1ccccn1)c1ccc(S(=O)(=O)c2ccc(Cl)cc2)cc1	15%	3%	14%	2%	.	0.9%	1%[20 µM]	-1.4%	-0.8%
CCCCCC(=O)Nc1cccc(C2=NOC3(C2)C[C@H](C(N)=O)N(C(=O)COc2ccc(Cl)cc2)C3)c1 (stereo partly specified)	2%	-6%	-5%	1%	3.4%	-0.2%	3%	1.9%	0.2%
COc1cccc(CNCc2ccc(SC)cc2)c1OC	-5%	-3%	6%	0%	20%	-0.1%	-28%	-0.5%	0.1%
CCOc1ccc(-n2c(O)c(/C=N/c3ccnn3Cc3ccncc3)c3ccccc3c2=O)cc1	-39%	-23%	13%	-4%	5.0%	0.1%	-42%	-0.7%	18%
CCOC(=O)Cn1ncn(-c2ccc(OC(F)(F)F)cc2)c1=O	-22%	-1%	14%	2%	-9.4%	-0.1%	-16%	-0.1%	0.7%
CC(C)c1ccc(-c2c(C#N)c(N)nc3c2CCCCC3)cc1	-5%	-5%	4%	-1%	0.1%	0.2%	-27%	-0.5%	-0.5%
COC(=O)COc1ccc2occ(C(C)=O)c2c1	-2%	1%	17%	-7%	-4.5%	-0.2%	-41%	2.0%	-1.0%
CCCCOc1ccc(CSc2nncn2N)cc1	-8%	-4%	0%	-9%	2.5%	0.3%	6%	0.1%	-1.5%
O=C(CN(C(=O)c1ccccc1Cl)N1C(=O)CCCC1=O)c1ccc(Cl)cc1	-11%	-3%	5%	-2%	-4.5%	0.5%	2%	0.5%	0.3%
